ATXN2 expr inh: reduces ATXN2 reporter expression in HEK-293 cells. HEK-293 ATXN2-luciferase reporter, luminescence, 24 h. 0.72% of 360,000 active. AID 1745845. Potency, µM (highest dose often 57 µM), without a hit: at the top dose activity change, negative = inhibition, usual class: inhibitors; also: % is scaled to controls: 0 for no effect and ±100 for the full control effect; nearly all actives have a fitted effect of over 55% in size
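qHTS (up to 57 uM final) was run with 24 h compound exposure of reporter cells at 37 °C. Each well was multiplexed: SteadyGlo luminescence measured ATXN2-luciferase expression after a fluorogenic Gly-Phe-AFC viability readout (25 uM final).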
SW480 rereplic: induces DNA re-replication in SW480 colon adenocarcinoma cells; 1.8% of 340,000 active; Potency, µM (highest dose often 46.1 µM), for inactives: at the highest dose re-replication activation, usual class: activators; SW480 DNA re-replication, Hoechst DNA content imaging, 48 h; AID 624297; also: % of control where 0% means no effect; nearly all actives have a fitted effect of over 55% in size
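First, 250 cells per well were seeded. Next, compound or vehicle (23 nL) was pinned in, plates sat 48 hr at 37 C. Finally Hoechst was added for 40 min before fluorescence scanning.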
MCF10A rereplic: inducers of DNA re-replication in MCF 10A breast cells | MCF 10A DNA re-replication, Hoechst nuclear intensity, 48 h | Potency, µM (top dose mostly 46.1 µM), inactives show at the top dose activity, positive = re-replication, actives largely listed as activators | 2.9% of 350,000 active | AID 624296; also: % of control where 0% means no effect; nearly all actives have a fitted effect of over 50% in size
HT1080-NT tox: kills 2HG-producing HT-1080-NT fibrosarcoma cells; Potency, µM (titrated, usually from 46.1 µM), without a hit: at the highest dose activity, negative = less viability, actives largely listed as cytotoxic; 1.6% of 360,000 active; HT-1080-NT fibrosarcoma viability, CellTiter-Glo ATP luminescence, 48 h;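 also: NT is the 2HG producing partner of a matched IDH1 knockdown line; 0% = DMSO-treated cells and -100% = media-only wells without cells; nearly all actives have a fitted effect of over 55% in size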
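Toxicity toward the 2HG-producing NT line was scored as %Activity, normalised to DMSO and no-cell wells, from CellTiter-Glo luminescence after 48 hours' treatment.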
HT1080 IDH1KD tx: toxicity to HT-1080 IDH1 knockdown cells (counter line); Potency, µM (highest dose often 46.1 µM), inactives show at the top dose activity, negative = toxicity, actives largely listed as cytotoxic; HT-1080 IDH1 knockdown viability, ATP luminescence, 48 h; AID 686971; 2% of 360,000 active;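 also: 0% = DMSO wells and -100% = cell-free medium wells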
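Cytotoxicity counter-line: IDH1KD HT-1080, 48 h, CellTiter-Glo. Curves classed by r2, magnitude and activity.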
Active calls of the source: *; ? = inconclusive; nt = not tested or not shown. Calls follow the shape of the dose curve; as a rule, active = well fitted curve in the direction sought with a large enough effect; inconclusive = small, poorly fitted or top-dose-only effect, or another doubt; inactive = no such curve, though single readings can be large; an effect the other way counts as inactive or inconclusive. Potency is read from the fitted curve at half-maximal effect. The list is partial, so the mix of outcomes need not match the whole.

The opening four entries as a preview:
| SMILES | ATXN2 expr inh | SW480 rereplic | MCF10A rereplic | HT1080-NT tox | HT1080 IDH1KD tx |
| --- | --- | --- | --- | --- | --- |
| CCCCCCCCCCCCCCCCCC[N+](C)(C)CCC[Si](OC)(OC)OC | nt | -2% | 9% | nt | nt |
| NC(=O)[C@H]1O[C@@H](O)[C@H](O)[C@@H](O)[C@@H]1O | nt | -2% | 0% | nt | nt |
| Cn1cc(NC(=O)c2cc(NC(=O)c3cc(NC=O)cn3C)cn2C)cc1C(=O)NCCC(=N)N | nt | -3% | -2% | nt | nt |
| CCCCCCCCCCCCCCCCOCCOCCOCCOCCOCCOCCOCCOCCOCCOCCOCCOCCOCCOCCOCCOCCOCCOCCOCCOCCO | nt | ? | ? | nt | nt |

Main list (from the top)
| SMILES | ATXN2 expr inh | SW480 rereplic | MCF10A rereplic | HT1080-NT tox | HT1080 IDH1KD tx |
| --- | --- | --- | --- | --- | --- |
| CCCCCCCCCCCCCCCCCC[N+](C)(C)CCC[Si](OC)(OC)OC | nt | -2% | 9% | nt | nt |
| NC(=O)[C@H]1O[C@@H](O)[C@H](O)[C@@H](O)[C@@H]1O | nt | -2% | 0% | nt | nt |
| Cn1cc(NC(=O)c2cc(NC(=O)c3cc(NC=O)cn3C)cn2C)cc1C(=O)NCCC(=N)N | nt | -3% | -2% | nt | nt |
| CCCCCCCCCCCCCCCCOCCOCCOCCOCCOCCOCCOCCOCCOCCOCCOCCOCCOCCOCCOCCOCCOCCOCCOCCOCCO | nt | ? | ? | nt | nt |
| Cc1ccc(S(=O)(=O)N2CCN(c3nc(-c4ccncc4)nc4ccccc34)CC2)cc1 | nt | nt | nt | -11% | -28% |
| CCCN1CNc2c(c(=O)[nH]c(=S)n2CCc2c(OC)cccc2OC)C1 | nt | nt | nt | 3% | 16% |
| Cc1ccn2c(NCc3ccco3)c(-c3ccccc3)nc2c1 | nt | nt | nt | 1% | 5% |
| COc1ccc(CCn2c(=S)[nH]c(=O)c3nccnc32)cc1OC | nt | nt | nt | 3% | -5% |
| Cc1cc(NC(=O)COC(=O)c2ccccc2OCCOc2ccccc2)ccc1Br | nt | nt | nt | 5% | 1% |
| COc1cccc(CCn2c(N)cc(=O)[nH]c2=S)c1OC | nt | nt | nt | 6% | 28% |
| O=c1[nH]cc(CCc2ccccc2)c2ncncc12 | nt | nt | nt | 16% | 21% |
| Cc1ccc(S(=O)(=O)N(C)CCCN(C)c2nc(-c3cccs3)nc3ccccc23)cc1 | nt | nt | nt | 0% | -3% |
| Cn1c(=S)[nH]c2cc(C(=O)N3CCN(C(=O)c4ccccc4)CC3)ccc2c1=O | nt | nt | nt | 12% | 1% |
| COc1ccc(/C=C/C(=O)c2cc(C(=O)/C=C/c3ccc(OC)cc3)c(O)cc2O)cc1 | nt | nt | nt | 16% | 4% |
| CCOc1ccc(NC(=O)CSc2nnc3c(n2)[nH]c2ccc(S(=O)(=O)N(C)C)cc23)cc1 | nt | nt | nt | -1% | -6% |
| Cc1ccc(S(=O)(=O)N2CCN(c3nc(-c4cnccn4)nc4ccccc34)CC2)cc1 | nt | nt | nt | 1% | 1% |
| NCCCN(Cc1ccccc1)c1ccc(Br)cn1 | nt | nt | nt | -27% | -19% |
| COc1ccc(CN(Cc2ccccc2)C(=O)CN2CCN(C)CC2)cc1COc1ccc(NC(C)=O)cc1 | nt | nt | nt | -16% | -14% |
| COc1ccc(NC(=O)CSc2nnc3c(n2)[nH]c2ccc(S(=O)(=O)N(C)C)cc23)c(OC)c1 | nt | nt | nt | 6% | 0% |
| CCCN1CNc2c(c(=O)[nH]c(=S)n2CCc2cc(Cl)ccc2Cl)C1 | nt | nt | nt | -18% | -7% |

Part of the list above in another layout:
O=c1[nH]cc(CCc2ccccc2)c2ncncc12
  ATXN2 expr inh = nt | SW480 rereplic = nt | MCF10A rereplic = nt | HT1080-NT tox = 16% | HT1080 IDH1KD tx = 21%
COc1ccc(/C=C/C(=O)c2cc(C(=O)/C=C/c3ccc(OC)cc3)c(O)cc2O)cc1
  ATXN2 expr inh = nt | SW480 rereplic = nt | MCF10A rereplic = nt | HT1080-NT tox = 16% | HT1080 IDH1KD tx = 4%

(more compounds)
| SMILES | ATXN2 expr inh | SW480 rereplic | MCF10A rereplic | HT1080-NT tox | HT1080 IDH1KD tx |
| --- | --- | --- | --- | --- | --- |
| O=C1SC(Nc2ccccc2)C(=O)N1c1ccccc1 (stereo unspecified) | nt | nt | nt | 15% | 26% |
| Cc1ccc2nc(-c3ccc(C)o3)c(Nc3ccccc3)n2c1 | nt | nt | nt | -6% | 15% |
| Cc1ccc(S(=O)(=O)N2CCN(c3nc(-c4cncnc4)nc4ccccc34)CC2)cc1 | nt | nt | nt | -1% | 1% |
| CN(CCN(C)c1nc(-c2cccs2)nc2ccccc12)C(=O)OC(C)(C)C | nt | nt | nt | -21% | -25% |
| COc1cc2nc(N3CCCN(C)CC3)nc(NC(C)C)c2cc1OC | nt | nt | nt | -16% | -18% |
| CC(=O)NC(Cc1ccc(O)cc1)C(=O)NCC(N)C(=O)c1ccccc1 (stereo unspecified) | nt | nt | nt | 6% | 9% |
| COc1cc2nc(N3CCCN(C)CC3)nc(NC3CCNCC3)c2cc1OC | nt | nt | nt | -4% | 12% |
| CC(=O)c1nc(N2CCN(S(=O)(=O)c3ccc(C)cc3)CC2)c2ccccc2n1 | nt | nt | nt | -5% | -1% |
| COc1ccccc1S(=O)(=O)N1CCN(c2nc(-c3cccs3)nc3ccccc23)CC1 | nt | nt | nt | 7% | 0% |
| COc1ccc2c(c1)c1nnc(SC)nc1n2Cc1ccccc1 | nt | nt | nt | 5% | 10% |
| COc1ccc(CCn2c3c(c(=O)[nH]c2=S)CN(Cc2ccccc2)CN3)cc1OC | nt | nt | nt | -1% | -15% |
| COc1cc2nc(N3CCCCC3)nc(NC(C)C)c2cc1OC | nt | nt | nt | ? | ? |
| NS(=O)(=O)c1ccc(NC(=O)CSc2nnc3c(n2)[nH]c2ccccc23)cc1 | nt | nt | nt | -10% | 1% |
| CCn1nnc2c(N3CCCC3)ncnc21 | nt | nt | nt | 5% | 16% |
| CCOc1ccc(NC(=O)CSc2nnc3c(n2)[nH]c2ccc(S(=O)(=O)N4CCCCC4)cc23)cc1 | nt | nt | nt | ? | ? |
| O=C(Cc1ccc(Cl)cc1)NO | nt | nt | nt | -6% | 7% |
| N#Cc1ncc(Br)cn1 | nt | nt | nt | 1% | 14% |
| O=C(COC(=O)c1ccccc1Oc1ccccc1)Nc1ccc(Br)cc1 | nt | nt | nt | 13% | 13% |
| COc1cc2nc(Cl)nc(NC(C)C)c2cc1OC | nt | nt | nt | -18% | -10% |
| CCN(c1ccccc1)C1SC(=O)N(c2ccccc2)C1=O (stereo unspecified) | nt | nt | nt | 12% | 18% |

The results go on.
Values run as follows: ATXN2 expr inh, SW480 rereplic, MCF10A rereplic, HT1080-NT tox, HT1080 IDH1KD tx
- COc1cc2c(NC3CCN(C)CC3)nc(N3CCCN(C)CC3)nc2cc1OCCN(C)C
→ nt, nt, nt, 3%, -1%
- COc1cc2c(NC3CCN(C)CC3)nc(N3CCCN(C)CC3)nc2cc1OCc1ccccc1
→ nt, nt, nt, 10µM*, 6.3µM*
- CCCN1CNc2c(c(=O)[nH]c(=S)n2CCc2ccc(C)cc2C)C1
→ nt, nt, nt, 14%, 2%
- COc1ccc(CN2C(=O)N(c3ccccc3)C(=O)C2c2ccccc2)cc1COc1ccc(NC(C)=O)cc1 (stereo unspecified)
→ nt, nt, nt, 0%, 7%
- COc1ccc(CCn2c3c(c(=O)[nH]c2=S)CN(CC(C)C)CN3)cc1OC
→ nt, nt, nt, 2%, 17%
- O=C(COc1ccccc1C(=O)Nc1ccccc1)Nc1ccccc1Cl
→ nt, nt, nt, -20%, -1%
- Cc1ccc(S(=O)(=O)N2CCN(c3nc(-c4ncccn4)nc4ccccc34)CC2)cc1
→ nt, nt, nt, 1%, 14%
- CN1CCOc2cc(S(=O)(=O)N3CCN(c4nc(-c5cccs5)nc5ccccc45)CC3)ccc21
→ nt, nt, nt, 15%, 3%
- Cc1ccc(S(=O)(=O)N2CCN(c3nc(-c4ccc(C)s4)nc4ccccc34)CC2)cc1
→ nt, nt, nt, 1%, 16%
- COc1cc2c(cc1C(F)(F)F)N(C(=O)Nc1cc(F)cc(-c3cccnc3)c1)CC2
→ nt, nt, nt, 11µM*, ?
- CCOc1ccc(NC(=O)COC(=O)c2ccccc2OCc2ccccc2Br)cc1
→ nt, nt, nt, 10%, 11%
- COc1ccc(CN(Cc2ccccc2)C(=O)c2cccc(C#N)c2)cc1COc1ccc(NC(C)=O)cc1
→ nt, nt, nt, -1%, -1%
- COc1ccc(C#Cc2cnc(Cl)c3cncnc23)cc1OC
→ nt, nt, nt, ?, ?
- O=C(Nc1ccccc1Br)c1cnn2c1NC(=C1CC1)C=C2C(F)F
→ nt, nt, nt, 2%, 25%
- CCCN1CNc2c(c(=O)[nH]c(=S)n2CCc2ccc(OCC)c(OCC)c2)C1
→ nt, nt, nt, 2%, 2%
- C=C1CCC2C(C)(CO)C(O)CCC2(C)C1C/C=C1\C(=O)OCC1O (stereo unspecified)
→ nt, nt, nt, -23%, -17%
- COc1cccc(S(=O)(=O)N2CCN(c3nc(-c4cccs4)nc4ccccc34)CC2)c1
→ nt, nt, nt, 11%, 0%
- CC(C)=CCC/C(C)=C/CC/C(C)=C/CCC1(C)CCc2cc(O)ccc2O1 (stereo unspecified)
→ nt, nt, nt, 5%, 15%
- COc1ccc(C2Nc3ccc(NC(=O)CO)cc3C(=O)N2Cc2cccc(Cl)c2)cc1COc1ccc(NC(C)=O)cc1 (stereo unspecified)
→ nt, nt, nt, ?, ?
- CN(CCO)c1nc(-c2cccs2)nc2ccccc12
→ nt, nt, nt, -24%, -21%
- Cc1ccc(S(=O)(=O)N2CCN(c3nc(-n4cncn4)nc4ccccc34)CC2)cc1
→ nt, nt, nt, 2%, 10%
- CC(=O)NC(Cc1ccc(I)cc1)C(=O)NCC(N)C(=O)c1ccccc1 (stereo unspecified)
→ nt, nt, nt, -1%, 1%
- CC(C)(C)OC(=O)N1CCN(c2nc(-c3cccs3)nc3ccccc23)CC1
→ nt, nt, nt, 2%, 1%
- C=C1C=C(C)n2ncc(C(=O)Nc3ccc(C)cn3)c2N1
→ nt, nt, nt, 16%, 18%
- CC(C)c1ccc(/C=C/C(=O)Nn2cnnc2)cc1
→ nt, nt, nt, 9%, 11%
- C1=CCOCc2cc(ccc2OCCN2CCCC2)Nc2nccc(n2)-c2cccc(c2)OCC1
→ 15µM*, nt, nt, nt, nt
- O=C(CCc1ccc(O)cc1)c1c(O)cc(O)cc1O[C@@H]1O[C@H](CO)[C@H](O)[C@H](O)[C@H]1O
→ -3%, nt, nt, nt, nt
- COC(=O)C1=CO[C@@H](O)[C@@H]2C(CO)=CC[C@@H]12
→ -10%, nt, nt, nt, nt
- Clc1cc(Cl)cc(CNc2ncncc2-c2ccc3c(c2)OCO3)c1
→ ?, nt, nt, nt, nt
- CC(C)=CCCC(C)=CCCC(C)=CCCC(C)=CCCC(C)=CCCC(C)=CCCC(C)=CCCC(C)=CCCC(C)=CCO
→ 8%, nt, nt, nt, nt
- N[C@H](CSC(c1ccccc1)(c1ccccc1)c1ccccc1)C(=O)O
→ -14%, nt, nt, nt, nt
- O=C(NCc1ccccc1)c1csc(Nc2ccncn2)n1
→ ?, nt, nt, nt, nt
- O=C(O)CCC1CCC(c2cc(F)ccc2F)(S(=O)(=O)c2ccc(Cl)cc2)CC1 (stereo unspecified)
→ 25%, nt, nt, nt, nt
- Cc1cc(C(=O)N2CCN(c3cccc(Cl)c3)CC2)n(-c2ccccc2)n1
→ -14%, nt, nt, nt, nt
- N#CC(=C(N)Sc1ccccc1N)C(C#N)=C(N)Sc1ccccc1N
→ ?, nt, nt, nt, nt
- CN1CCCN(C(=O)c2cccc(-c3ccc(C=C4C(=O)Nc5ccc(Cl)cc54)o3)c2)CC1
→ 7.7µM*, nt, nt, nt, nt
